From PubChem
PNC inhibitor: inhibitors of perinucleolar compartment assembly; PC3M PTB-GFP, PNC prevalence imaging, 16 h; stronger effect = lower value; AID 2417; actives 3.1% (n = 140,000); activity change (PNC), negative = inhibition, % at 10 µM;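 active means readout at or below -70, meaning at least 70% loss of cells showing the perinucleolar compartment, a nuclear body marking cancer cells; inconclusive means readout between -30 and a set limit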;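 further: plate controls were DMSO wells for no effect and camptothecin positive control wells for full effect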
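Read-out is percentage of cells bearing a perinucleolar compartment, from automated 20x imaging of fixed, Hoechst-stained PC3M PTB-GFP cells. Cells were seeded 4 h, then exposed 16 h to compound (23 nl of library stock) in duplicate plates.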
ALOX12 inhib: inhibitors of human 12-lipoxygenase (ALOX12); actives 0.12% (n = 150,000); AID 1452; P18054; Potency, µM (titrated, usually from 57.1 µM), inactives show at the highest dose activity change, negative = inhibition, usual class: inhibitors; purified 12-hLO, xylenol orange hydroperoxide absorbance; further: potency means the concentration at half of the fitted maximal effect; nearly all actives have a fitted effect of over 55% in size; many of its hits are not listed in these tables
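150 nM 12hLO, 25 mM Hepes pH 7.0 + 0.01% Triton X-100; cpd preinc 15 min RT; 40 uM arachidonic acid, 30 min RT; Fe-XO 30 min; A573/A405 ratio as read-out.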
ALOX15B inhib: blocks human 15-lipoxygenase 2 activity. purified 15hLO-2, xylenol orange hydroperoxide absorbance. actives 0.56% (n = 110,000). Potency, µM (doses to about 57.1 µM), without a hit: top-dose activity change, negative = inhibition, actives largely listed as inhibitors. O15296; further: potency means the concentration at half of the fitted maximal effect; nearly all actives have a fitted effect of over 60% in size; many of its hits are not listed in these tables
Target sequence (O15296 whole entry, looked up): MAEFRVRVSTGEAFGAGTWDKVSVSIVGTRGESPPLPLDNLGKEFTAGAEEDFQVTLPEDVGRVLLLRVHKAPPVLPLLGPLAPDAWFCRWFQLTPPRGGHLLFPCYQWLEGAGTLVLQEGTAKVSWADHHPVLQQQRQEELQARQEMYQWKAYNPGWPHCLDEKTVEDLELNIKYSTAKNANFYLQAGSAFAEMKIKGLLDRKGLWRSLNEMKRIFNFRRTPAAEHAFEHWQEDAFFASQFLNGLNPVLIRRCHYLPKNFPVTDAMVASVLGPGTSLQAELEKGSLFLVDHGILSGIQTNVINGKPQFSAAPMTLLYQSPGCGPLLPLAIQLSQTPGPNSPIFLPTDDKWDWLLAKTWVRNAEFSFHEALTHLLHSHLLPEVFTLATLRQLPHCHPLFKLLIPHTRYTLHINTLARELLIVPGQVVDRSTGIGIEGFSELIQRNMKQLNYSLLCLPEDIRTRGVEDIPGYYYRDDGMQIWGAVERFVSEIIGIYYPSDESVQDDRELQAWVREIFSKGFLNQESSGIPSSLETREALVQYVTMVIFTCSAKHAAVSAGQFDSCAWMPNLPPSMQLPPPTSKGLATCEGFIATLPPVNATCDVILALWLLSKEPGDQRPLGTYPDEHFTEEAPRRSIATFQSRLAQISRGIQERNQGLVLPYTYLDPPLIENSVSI
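Read-out: hydroperoxide product oxidises ferrous iron, measured as xylenol orange complex via the 573-to-405 nm absorbance ratio after 30 min. Reaction: 50 nM enzyme, 15 min compound preincubation, 45 uM arachidonic acid, 90 min RT, Hepes pH 7.5 with Triton X-100.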
IMPase cell inh: membrane-permeable compound that blocks inositol monophosphatase; AID 901; CHO-M1 cells, IP1 accumulation, HTRF TR-FRET ratio; 120,000 tested, under 10 active; inhibition (IP1 accumulation), % at 46.1 µM; active means well fitted curve in the direction sought with a large enough effect in the signal ratio, not every such curve was filed as active; inconclusive means small, poorly fitted or top-dose-only effect, or a change in a side signal; inactive means no such curve, though single readings can be large or run the other way; the % refers to the signal ratio;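 further: cells stimulated with carbachol in lithium chloride buffer; plate controls were DMSO basal wells for no effect and reference inhibitor wells for full effect; higher means more IMPase inhibition seen as more IP1 and lower FRET ratio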
Target sequence (P97697 whole entry, looked up): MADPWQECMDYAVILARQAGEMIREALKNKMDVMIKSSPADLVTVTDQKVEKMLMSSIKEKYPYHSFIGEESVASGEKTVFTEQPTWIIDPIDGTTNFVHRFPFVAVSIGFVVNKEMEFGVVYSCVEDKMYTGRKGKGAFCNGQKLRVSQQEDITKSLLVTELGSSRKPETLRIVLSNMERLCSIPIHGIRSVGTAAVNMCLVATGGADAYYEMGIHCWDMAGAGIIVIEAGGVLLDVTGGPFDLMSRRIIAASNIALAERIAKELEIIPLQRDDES
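Elevated IP1 in lysates lowers TR-FRET signal (665/620 ratio and 620 channel reported). Cells were CHO-M1, given carbachol (50 uM as added) plus 50mM LiCl, pH 7.4, 30 min, 37C; compounds titrated up to 46 uM; AC50 by Hill equation.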
Active calls of the source: *; [ ] = another dose, or the depositor's remark. Unless noted, the call rests on the fitted dose curve; in most records, active means well fitted curve in the direction sought with a large enough effect; inconclusive means small, poorly fitted or top-dose-only effect, or another doubt; inactive means no such curve, though single readings can be large; an effect the other way counts as inactive or inconclusive. Unless noted, on the % scale 0 is the no-effect control and ±100 the full control effect.

Cc1nnc(SCC(=O)Nc2ccc(S(=O)(=O)N3CCCCC3)cc2)s1 was read as PNC inhibitor inconclusive, ALOX12 inhib 7.3%, ALOX15B inhib -3.9% and IMPase cell inh 1.8.
CCCOc1ccc(C(=O)CCC(=O)OCC(=O)N2CC(=O)Nc3ccccc32)cc1 was read as PNC inhibitor -18.8, ALOX12 inhib -1.1%, ALOX15B inhib 5.3% and IMPase cell inh -3.9.
For CNS(=O)(=O)c1cc(NC(C)=O)c(C)cc1C the results were PNC inhibitor inconclusive and ALOX12 inhib 1.0%.
For CN1C[N+]([O-])=C(c2ccccc2)C1(C)C the results were PNC inhibitor -8.5, ALOX12 inhib -5.0%, ALOX15B inhib 3.8% and IMPase cell inh 1.0.
`Cc1ccccc1N(C(=O)Cc1cccs1)C(C(=O)NCC1CCCO1)c1cccnc1` (stereo not given) gave PNC inhibitor -6.8, ALOX12 inhib 2.5%, ALOX15B inhib -0.7% and IMPase cell inh 5.1.
`CC1CCCCN1C(=O)C12CCC(C)(/C(=N/O)C1)C2(C)C` (stereo not given) gave PNC inhibitor 26.2, ALOX12 inhib 3.4%, ALOX15B inhib 3.1% and IMPase cell inh 2.0.
O=C(Cc1c(F)cccc1Cl)N1CCCC1 was read as PNC inhibitor 9.4, ALOX12 inhib -5.5%, ALOX15B inhib -0.9% and IMPase cell inh 10.5.
COc1cc(OC)cc(C(=O)O/N=C(\N)c2ccncc2)c1 was read as PNC inhibitor -2.2 and ALOX12 inhib -3.0%.
`CCCOC(=O)Nc1cccc(C(C)=O)c1` gave PNC inhibitor -100.0*, ALOX12 inhib 0.5% and IMPase cell inh -1.3.
`COCC(=O)NCc1nc2ccccc2[nH]1` gave PNC inhibitor 20.6, ALOX12 inhib -4.2%, ALOX15B inhib 1.2% and IMPase cell inh 0.1.
`COc1ccc2c(c1)c(C(=O)N/N=C/c1ccc(OC)c(OC)c1)c(C)n2C` gave PNC inhibitor -11.3, ALOX12 inhib -2.0% and IMPase cell inh -3.6.
c1ccc2c(c1)C(=Nc1ccc(N=C3c4ccccc4-c4ccccc43)cc1)c1ccccc1-2 was read as ALOX12 inhib -3.4%[11.4 µM] and ALOX15B inhib 1.1%[11.4 µM].
`COc1cccc(-c2[nH]nc3c2C(c2ccoc2)C(C#N)=C(N)O3)c1` (stereo not given) gave PNC inhibitor -22.8, ALOX12 inhib -4.0%, ALOX15B inhib -14.1% and IMPase cell inh 5.5.
For CC=C(Cl)Cl the results were ALOX12 inhib -0.2% and ALOX15B inhib -5.6%.
Screening CCOC(=O)c1cnn(-c2nc(-c3ccccc3)nc3c2COC(C)(C)C3)c1N returned PNC inhibitor 6.0, ALOX12 inhib 0.7%, ALOX15B inhib 5.9% and IMPase cell inh 3.1.
`CCOC(=O)N1CCC(NC(=O)c2cc(C(=O)Nc3ccc(OCC)cc3)ccc2CO)CC1` gave PNC inhibitor 25.5, ALOX12 inhib 3.5%, ALOX15B inhib -3.9% and IMPase cell inh -4.9.
Screening CC(=O)OCCN(CCOC(C)=O)c1c(C)[nH]c(=O)[nH]c1=O returned PNC inhibitor 19.8, ALOX12 inhib -9.6%, ALOX15B inhib 2.0% and IMPase cell inh -0.1.
For COC(=O)CSc1nnc(-c2ccc(S(=O)(=O)NCc3ccccc3Cl)cc2)o1 the results were PNC inhibitor 11.1, ALOX12 inhib -1.5%, ALOX15B inhib -6.4% and IMPase cell inh -1.2.
Screening O=C(Cc1c(O)c2ccccc2[nH]c1=O)NCc1cccc(F)c1 returned PNC inhibitor 16.1, ALOX12 inhib -2.3%, ALOX15B inhib -3.2% and IMPase cell inh 0.0.
CCNC(=S)Nc1ccc(C)c(Cl)c1 was read as PNC inhibitor 9.3 and ALOX12 inhib -5.2%.

Gathered by group: the compounds so far with fluorine
O=C(Cc1c(F)cccc1Cl)N1CCCC1 was read as PNC inhibitor 9.4, ALOX12 inhib -5.5%, ALOX15B inhib -0.9% and IMPase cell inh 10.5.
Screening O=C(Cc1c(O)c2ccccc2[nH]c1=O)NCc1cccc(F)c1 returned PNC inhibitor 16.1, ALOX12 inhib -2.3%, ALOX15B inhib -3.2% and IMPase cell inh 0.0.

Structures shown so far that have an aryl methoxy group:
COc1cc(OC)cc(C(=O)O/N=C(\N)c2ccncc2)c1 was read as PNC inhibitor -2.2 and ALOX12 inhib -3.0%.
`COc1ccc2c(c1)c(C(=O)N/N=C/c1ccc(OC)c(OC)c1)c(C)n2C` gave PNC inhibitor -11.3, ALOX12 inhib -2.0% and IMPase cell inh -3.6.
`COc1cccc(-c2[nH]nc3c2C(c2ccoc2)C(C#N)=C(N)O3)c1` (stereo not given) gave PNC inhibitor -22.8, ALOX12 inhib -4.0%, ALOX15B inhib -14.1% and IMPase cell inh 5.5.

The listing picks up; the 3 compounds before the break are reprinted first.
For COC(=O)CSc1nnc(-c2ccc(S(=O)(=O)NCc3ccccc3Cl)cc2)o1 the results were PNC inhibitor 11.1, ALOX12 inhib -1.5%, ALOX15B inhib -6.4% and IMPase cell inh -1.2.
Screening O=C(Cc1c(O)c2ccccc2[nH]c1=O)NCc1cccc(F)c1 returned PNC inhibitor 16.1, ALOX12 inhib -2.3%, ALOX15B inhib -3.2% and IMPase cell inh 0.0.
CCNC(=S)Nc1ccc(C)c(Cl)c1 was read as PNC inhibitor 9.3 and ALOX12 inhib -5.2%.
`COCCNC(=O)c1onc(CSc2ccccc2F)c1C(=O)O` gave PNC inhibitor inconclusive, ALOX12 inhib -2.0%, ALOX15B inhib -3.1% and IMPase cell inh 4.1.
`O=S1(=O)N[C@H]2CC[C@@H]3NS(=O)(=O)N[C@H]4CC[C@H](N1)N4S(=O)(=O)N23` gave ALOX12 inhib -1.7%[11.4 µM] and ALOX15B inhib -4.4%[11.4 µM].
`CC(/C=C/c1ccccc1)=N\NC(=O)Cn1nc(C)cc1C` gave PNC inhibitor 10.4 and ALOX12 inhib -0.8%.
For CC1(C)Cc2nc3sc4c(SCC(=O)NCc5ccccc5)ncnc4c3cc2CO1 the results were PNC inhibitor -112.1*, ALOX12 inhib -2.4%, ALOX15B inhib 5.4% and IMPase cell inh 4.3.
Screening CCOCCOCCC(C(=O)O)P(=O)(c1ccccc1)c1ccccc1 (stereo not given) returned PNC inhibitor inconclusive, ALOX12 inhib 0.1%, ALOX15B inhib -0.4% and IMPase cell inh 5.6.
CCCN(CCC)C(=O)CC(c1ccccc1)c1ccc(C)cc1O (stereo not given) was read as PNC inhibitor 10.8, ALOX12 inhib -2.9%, ALOX15B inhib -10.9% and IMPase cell inh 11.5.
For Cc1[nH]nc2ncc(C(=O)c3cc(F)ccc3O)cc12 the results were PNC inhibitor inconclusive, ALOX12 inhib 7.0%, ALOX15B inhib 7.6% and IMPase cell inh 1.5.
`CCOc1ccccc1OCC(=O)OCC(=O)Nc1ncc(Cl)cc1Cl` gave PNC inhibitor 28.4, ALOX12 inhib -3.8%, ALOX15B inhib 2.9% and IMPase cell inh -2.1.
`COc1ccc(-n2cnnc2SCC(=O)Nc2cc(C(C)(C)C)nn2-c2ccccc2)cc1` gave PNC inhibitor inconclusive, ALOX12 inhib 0.9%, ALOX15B inhib 4.8% and IMPase cell inh 2.3.
COCCCNC(=S)N1CCN(C(=O)c2ccco2)CC1 was read as PNC inhibitor 10.8, ALOX12 inhib -3.7% and IMPase cell inh 2.0.
Screening O=[N+]([O-])c1cc(Br)c(O)c(/C=N/Nc2nnnn2-c2cccc3ccccc23)c1 returned PNC inhibitor -7.0, ALOX12 inhib inconclusive, ALOX15B inhib -26.1% and IMPase cell inh 2.3.
For C/C(Cn1cnc([N+](=O)[O-])n1)=N\NC(=O)c1ccccc1 the results were PNC inhibitor 0.0, ALOX12 inhib -3.1% and IMPase cell inh -0.1.
`C=CCOc1cccc(C2C(C(=O)c3ccc(C)o3)=C(O)C(=O)N2c2nccs2)c1` (stereo not given) gave PNC inhibitor inconclusive, ALOX12 inhib -18.2%, ALOX15B inhib -23.8% and IMPase cell inh inconclusive.
CCOC(=O)CSc1nc2cccnc2n1-c1ccc(F)cc1 was read as PNC inhibitor 24.4, ALOX12 inhib -1.2%, ALOX15B inhib -4.6% and IMPase cell inh -4.9.
`O=C(NC(c1ccccc1)c1c(O)ccc2ccccc12)c1ccccc1Cl` (stereo not given) gave PNC inhibitor 67.9, ALOX12 inhib -10.0%, ALOX15B inhib -19.1% and IMPase cell inh 11.3.
`NC(=O)Cn1nnc(-c2ccccc2NC(=O)c2cnccn2)n1` gave PNC inhibitor 16.8, ALOX12 inhib 4.5%, ALOX15B inhib -4.6% and IMPase cell inh 6.5.
`COCCNC(=O)c1ccc(CS(=O)(=O)c2c(Cl)cccc2Cl)o1` gave PNC inhibitor -22.4, ALOX12 inhib -2.8% and IMPase cell inh -11.2.
For C=CCn1c(SCCCc2ccccc2)nc2c1c(=O)[nH]c(=O)n2C the results were PNC inhibitor -11.4, ALOX12 inhib -4.5% and IMPase cell inh -5.5.
For COc1ccc(CCNC(=O)c2ccc(CNS(=O)(=O)c3cccc(Cl)c3)cc2)cc1OC the results were PNC inhibitor inconclusive, ALOX12 inhib -6.7% and IMPase cell inh 3.1.
For CC[C@H](C)[C@@H]1NC(=O)c2cc([N+](=O)[O-])cc(I)c2SC[C@@H](C(N)=O)NC(=O)[C@H](CCCCN)NC1=O the results were PNC inhibitor 60.4 and ALOX12 inhib -12.6%.
CCn1c(C)cc(=S)c2ccccc21 was read as PNC inhibitor -28.1, ALOX12 inhib -21.6%, ALOX15B inhib inconclusive and IMPase cell inh inconclusive.
`O=C1OC2(CCCCC2)OC(=O)C1=CNc1ccc2c(c1)OCO2` gave PNC inhibitor 17.0, ALOX12 inhib -4.3%, ALOX15B inhib 7.7% and IMPase cell inh -5.7.
Screening O=C(C(Sc1ccccc1)c1ccc(Br)cc1)N1CCOCC1 (stereo not given) returned PNC inhibitor 36.5, ALOX12 inhib -0.1% and IMPase cell inh -0.4.
CN(C)C(=O)c1ccc(NC(=O)c2cncc(Br)c2)cc1 was read as PNC inhibitor -100.0*, ALOX12 inhib -3.5% and IMPase cell inh 2.5.
COC(=O)c1ccc(/C=N/OCC(=O)NC2CCCCCCC2)cc1 was read as PNC inhibitor 46.3, ALOX12 inhib -0.5%, ALOX15B inhib 1.7% and IMPase cell inh 11.2.
For Oc1c(CN2CCN(c3ccc(F)cc3)CC2)cc(Cl)c2cccnc12 the results were PNC inhibitor -20.2, ALOX12 inhib -27.0%, ALOX15B inhib 54.5%[activator] and IMPase cell inh 5.8.
For Cc1cc(Br)ccc1OCC(=O)NNC(=O)Cc1ccccc1 the results were PNC inhibitor 6.9 and ALOX12 inhib 0.8%.
For COc1ccc(NC(=O)C23CC4CC(C2)CC(n2cnc(Br)n2)(C4)C3)c(OC)c1 the results were PNC inhibitor 10.4, ALOX12 inhib -5.5%, ALOX15B inhib -5.9% and IMPase cell inh -0.2.
Screening COCCNC(=O)C(c1cccs1)N(Cc1cccs1)C(=O)Cn1nnc2ccccc21 (stereo not given) returned PNC inhibitor 10.4, ALOX12 inhib -3.1% and IMPase cell inh inconclusive.
Screening Cc1ccc(SCc2[nH]nc3c2C2(C(=O)N(C)c4ccccc42)C(C#N)=C(N)O3)cc1 (stereo not given) returned PNC inhibitor 11.5, ALOX12 inhib -10.5%, ALOX15B inhib -10.3% and IMPase cell inh 0.7.
Cc1ccc(C2CC(c3ccc(Cl)cc3)=NNC2=O)cc1 (stereo not given) was read as PNC inhibitor -13.0, ALOX12 inhib inconclusive, ALOX15B inhib -4.9% and IMPase cell inh 4.2.
C/C(=N\Nc1nccnc1Cl)c1c(F)c(F)c(F)c(F)c1F was read as PNC inhibitor 7.4 and ALOX12 inhib 1.1%.

Not all compounds are listed (hit frequency here may not be typical).
